High-throughput results from PubChem BioAssay.
MBD2 DNA inh: blocks human MBD2 binding to methylated DNA; Q9UBB5; TR-FRET, MBD2 binding to methylated oligonucleotide; inhibition, % at 4.4 µM; actives 0.31% (n = 370,000); in the data active = inhibition above about 13%
Target sequence (Q9UBB5 whole entry, looked up): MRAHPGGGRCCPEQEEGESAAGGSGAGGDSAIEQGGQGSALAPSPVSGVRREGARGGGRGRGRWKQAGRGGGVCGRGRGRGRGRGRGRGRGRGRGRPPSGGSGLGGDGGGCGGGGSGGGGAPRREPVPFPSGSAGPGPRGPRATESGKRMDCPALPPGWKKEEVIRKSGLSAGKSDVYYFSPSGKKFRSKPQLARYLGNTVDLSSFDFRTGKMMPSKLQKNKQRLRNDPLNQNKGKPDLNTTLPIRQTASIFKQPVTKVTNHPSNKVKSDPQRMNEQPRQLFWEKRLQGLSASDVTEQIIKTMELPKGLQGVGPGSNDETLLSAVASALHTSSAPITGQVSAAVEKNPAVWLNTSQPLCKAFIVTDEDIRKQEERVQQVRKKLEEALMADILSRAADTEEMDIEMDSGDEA
LEDGF integ inh: blocks HIV-1 LEDGF/p75-dependent DNA integration | inhibition, % at 3.7 µM | TR-FRET IN-LEDGF/p75 DNA integration, Eu/Cy5 | actives 0.64% (n = 370,000) | AID 743269;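 active = inhibition above the screen-wide mean plus 3 SD, cut at about 13% in these data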;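 also: signal is the Cy5 over europium emission ratio at 671 and 618 nm; 0% = plate median of compound wells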
PG9 Ab binder: PG9 antibody binding by small molecule; TR-FRET gp120-PG9 antibody binding; inhibition, % at 6.7 µM; actives 0.43% (n = 360,000); AID 624416; in the data active = inhibition above about 8.5%
mABHD4 FP: ABHD4 (mouse) inhibition, primary FP screen; actives 0.54% (n = 370,000); Q8VD66; purified mABHD4, FP-Rh probe fluorescence polarization; AID 720543; inhibition, % at 8.92 µM;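 active = inhibition exceeding the mean over every tested compound plus 3 SD, cut at about 30% in these data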;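 also: 0% = plate median of compound wells and 100% = S159A mutant with DMSO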
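Assay system: mouse ABHD4 enzyme, wild type / Also added: fluorescent activity-based probe FP-Rh / Doses: single nominal dose of 8.92 µM, 0.89% DMSO final / Timing: 45 min compound pre-incubation plus 60 min probe step, 25 °C / Signal: FP readout, ex 525 nm / em 598 nm / Control set: S159A mutant/DMSO as 100%, compound-well median as 0%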
PRMT1 FP inh: blocks human protein arginine methyltransferase 1; Q99873; recombinant PRMT1, activity-based probe fluorescence polarization; inhibition, % at 2.79 µM; actives 1.3% (n = 370,000); AID 652257;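 active = inhibition above about 21% made by adding two undisclosed values, limit read from the data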
TCR-CD3 inh: inhibitors of human TCR-CD3 interaction; TAMRA-labeled TCR probe fluorescence, biochemical; inhibition, % at 9.4 µM; actives 0.37% (n = 360,000); AID 651800; in the data active = inhibition above about 19%;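 also: recombinant mutant TCR 2C K166C tagged with TAMRA read by polarization; 0% = receptor in buffer alone and 100% = receptor with positive control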
rCAG binder: binds r(CAG) RNA repeats | r(CAG) RNA repeat, TO-PRO-1 dye displacement fluorescence | inhibition, % at 3 µM | actives 1.3% (n = 370,000);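 active = inhibition above the plate cutoff, the mean of all test compounds on that plate plus 3 SD, cut at about 35% in these data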;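 also: 0% = DMSO alone and 100% = 100 µM mitoxantrone as full dye displacement; higher means more dye released from RNA so lower well fluorescence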
HTRA1 inhibitor: inhibitors of human serine peptidase HTRA1; Q92743; recombinant HTRA1, FP-rhodamine activity-based probe, fluorescence polarization; inhibition, % at 5.96 µM; actives 0.5% (n = 340,000); AID 504803; in the data active = inhibition above about 36%;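 also: 0% = enzyme with DMSO and 100% = wells lacking enzyme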
Target sequence (Q92743 whole entry, looked up): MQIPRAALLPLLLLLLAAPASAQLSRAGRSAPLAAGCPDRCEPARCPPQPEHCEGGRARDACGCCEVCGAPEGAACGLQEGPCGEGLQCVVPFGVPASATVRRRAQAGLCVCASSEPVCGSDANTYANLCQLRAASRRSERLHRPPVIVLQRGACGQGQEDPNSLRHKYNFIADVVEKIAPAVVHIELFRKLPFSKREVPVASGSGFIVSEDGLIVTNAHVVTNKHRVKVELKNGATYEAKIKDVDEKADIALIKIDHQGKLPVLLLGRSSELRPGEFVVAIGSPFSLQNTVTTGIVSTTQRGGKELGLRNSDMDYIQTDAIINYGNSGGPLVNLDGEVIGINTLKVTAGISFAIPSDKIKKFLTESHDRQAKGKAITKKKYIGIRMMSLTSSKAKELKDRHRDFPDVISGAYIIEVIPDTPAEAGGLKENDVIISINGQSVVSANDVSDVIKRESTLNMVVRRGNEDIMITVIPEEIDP
Rev-erbA mod: modulators of human Rev-erb alpha DNA binding; P20393; Rev-erbα–FITC-DNA binding, fluorescence polarization, 90 min; activity, % at 10 µM; actives 0.79% (n = 370,000); AID 1259318;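 active = activity above about 14%, limit read from the data; passing the limit was not always enough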;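 also: 0% = DMSO wells with 35 nM protein and 100% = DMSO wells with 750 nM protein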
UHRF1 binding: blocks human UHRF1 binding to methylated DNA | UHRF1 binding to methylated oligo, TR-FRET | AID 687016 | actives 0.75% (n = 370,000) | inhibition, % at 4.4 µM | Q96T88; in the data active = inhibition above about 21%;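 also: UHRF1 SRA domain binding a hemimethylated CpG hairpin DNA probe; 0% = median of test compound wells and 100% = reference inhibitor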
An asterisk follows results filed as active; . = not tested or not shown.

canonical_smiles	MBD2 DNA inh	LEDGF integ inh	PG9 Ab binder	mABHD4 FP	PRMT1 FP inh	TCR-CD3 inh	rCAG binder	HTRA1 inhibitor	Rev-erbA mod	UHRF1 binding
O=[N+]([O-])c1ccc(OC/C=C2\Oc3ccc([N+](=O)[O-])cc3C2N2CCOCC2)cc1 (stereo not given)	0	-1	-1.3	-11	1	9	0	-4	0	0
O=C1CCC[C@@H]2[C@@H](Cc3ccccc3)[C@H](N3CCN(c4ccccc4)CC3)C[C@@H]3CCN1[C@@H]32	2	0	0.7	22	-3	5	0	-31	-1	-1
COc1ccc(NC(=O)COC(=O)COc2ccc(Br)cc2)cc1	3	-3	0.1	0	5	3	-2	-3	1	1
Cc1ccc(NC(=O)c2ccc(N3CCOCC3)c([N+](=O)[O-])c2)cc1S(=O)(=O)N1CCOCC1	-1	-1	-0.2	-5	3	-8	8	-4	1	0
O=C(NCC1CCOCC1)C1Cc2c(-c3ccccc3Oc3ccccc3)ccnc2O1 (stereo not given)	0	-1	-0.4	6	2	-8	0	.	3	2
CCc1ccc(S(=O)(=O)/N=C2\C=C(Nc3cccc(C(=O)O)c3)C(=O)c3ccccc32)cc1	-5	47*	-8.9	65*	6	1	81*	70*	-4	7
O=c1c2cn[nH]c2nc(SCc2cc(=O)n3cc(Br)ccc3n2)n1-c1ccc(Br)cc1	2	-4	0.5	0	-1	4	12	-27	-1	-1
COc1cc(C2c3cc4c(cc3OC(N3CCOCC3)C2C)OCO4)cc(OC)c1OC(C)=O (stereo not given)	-4	3	-1.9	-6	4	-8	0	1	-4	2
COC(=O)c1ccccc1NC(=O)C1=CC(c2cccs2)=NS(=O)(=O)N1C	1	5	1.0	-2	-5	-4	3	2	52*	0
CCCCN(C(=O)COC(=O)CSc1ccc([N+](=O)[O-])cc1)c1c(N)n(CCC)c(=O)[nH]c1=O	1	5	-0.8	-1	-4	-5	0	1	1	1
Cc1ccc(CNC(=O)C2CCCN(S(=O)(=O)c3c(C)[nH]c(=O)[nH]c3=O)C2)cc1 (stereo not given)	-2	0	-2.9	-7	-3	8	0	6	-6	2
O=C1N/C(=N\N=C\c2ccco2)SC1Cc1ccc(F)cc1 (stereo not given)	4	-3	1.1	-1	-1	7	9	2	-2	-2
O=C(Nc1cccc(O)c1)C1CC(c2cccc(Br)c2)=NO1 (stereo not given)	-4	2	1.6	6	-1	-2	0	-5	6	0
COc1ccc(/C(C)=N/OCC(=O)N=Nc2c(O)[nH]c3ccccc23)cc1	0	1	-1.7	-3	-1	1	-2	-2	-16	-1
CCOc1ccc(NC(=O)c2ccc(OC)cc2)cc1	4	1	0.9	-7	4	-2	-4	-1	4	4
COC(=O)[C@]12C[C@H](CC(=O)N3CCCC3)C(=O)N(Cc3ccc(Cl)cc3Cl)C1=C[C@H](C1CCCC1)O[C@@H]2C	-5	0	.	5	6	.	7	.	0	0
CCN(CC)C(=O)C(=O)N/N=C/c1ccc(C(=O)O)cc1	-1	2	-1.6	3	-3	0	1	1	1	-2
CC1CCCCN1S(=O)(=O)c1cnc(Cl)c(Br)c1 (stereo not given)	2	-2	0.6	1	-3	-6	-3	-2	-4	-2
CC(C)n1c(=O)c2ccccc2n1Cc1cn(Cc2cccs2)nn1	0	-2	-0.9	-8	2	-5	-1	.	3	1
Cc1ccccc1NC(=O)/C=C/c1cccs1	-3	-4	0.8	0	-1	1	-3	-6	4	-1
CN1c2ccc(C=O)c3c(C=O)ccc(c23)N(C)C1(C)C	-10	13	-22	65*	69*	35*	-2	53*	4	-6
CCN1CCN(C(c2cccs2)C(C)NC(=O)c2cccc(OC)c2)CC1 (stereo not given)	3	2	-0.1	-4	-7	-10	4	-4	1	5
CC(=O)NC(CC(=O)NC12CC3CC(CC(C3)C1)C2)c1ccccc1 (stereo not given)	1	-3	0.3	3	-4	3	-4	0	-3	1
O=C(NCCc1ccccc1F)C1CCC(=O)N(CCCN2CCCC2=O)C1 (stereo not given)	4	-1	-1.4	-2	2	-4	-5	7	-6	5
COc1ccc2ccccc2c1CNCCCN1CCOCC1	-1	-7	-0.5	1	2	-2	-2	10	1	0
C=COC(=O)CSc1snc(SCC(=O)OC)c1C#N	-2	3	-1.6	2	0	5	2	-8	-4	3
COc1cccc(CNC(=O)CC2C(=O)NCCN2CCCc2ccccc2)c1 (stereo not given)	-4	-2	-2.3	7	2	3	-5	1	3	0
CCCn1c(SCC(=O)NCc2ccco2)nnc1-c1ccncc1	-3	4	-2.8	-5	-1	0	1	7	1	2
Nc1cccnc1Sc1ccc([N+](=O)[O-])cn1	-1	-1	0.5	0	5	-10	1	2	6	-7
Cc1ccc(NC(=O)CN2CCN(CCN=CC3=C(O)CC(c4ccccc4)CC3=O)CC2)cc1 (stereo not given)	4	-5	-1.2	-9	3	-10	1	4	0	3
COC(=O)CS(=O)(=O)c1ccsc1C(=O)Nc1ccc(F)cc1	7	-2	1.7	-18	3	-9	4	1	3	7
S=C(Nc1ccc(N2CCOCC2)cc1)Nc1ccc2snnc2c1	1	0	-3.1	16	17	-1	4	10	4	1
CC(=O)N(C)c1ccc(NC(=O)Nc2ccccc2C)cc1	-3	2	-1.2	3	-1	1	-2	8	1	4
O=C1COc2ccc(S(=O)(=O)Nc3ccc4c(c3)OCO4)cc2N1	-2	-1	0.1	2	1	-5	5	3	1	2
CON(C)C(=O)CC(CN(Cc1ccccc1)C(=O)OC(C)(C)C)c1ccc(Cl)cc1 (stereo not given)	-10	-2	-0.7	-7	-3	3	-1	-17	5	-1
COc1ccc(N(CC(=O)Nc2cccc(C(F)(F)F)c2)S(C)(=O)=O)cc1	0	-1	-0.6	-10	-1	0	-2	-13	-4	-2
Cc1ccc(-c2cc([C@H]3[C@H]4C=CC[C@@H](C)[C@@H]4C(=O)N3Cc3ccccc3)ccc2F)cc1	4	-1	0.1	-8	2	-1	3	-28	1	1
CCN(C1CCCCC1)S(=O)(=O)c1c(C)n(C)c(=O)n(C)c1=O	-2	3	1.4	4	-1	-4	1	-3	4	4
CC(NC(=O)C1CC2CCCC(C1)C2=O)c1ccccc1 (stereo not given)	2	3	0.2	-14	-4	-6	-4	5	2	-2
COc1ccc2c(c1)C1=NN(/C(C)=C/C(C)=O)C(c3ccc(F)cc3)C1CC2 (stereo not given)	-1	0	-3.1	4	1	1	2	-22	5	-2
COCCCNC(=O)CCCn1c(=O)c2ccccc2n(CC(=O)Nc2c(C)cc(C)cc2C)c1=O	2	-1	0.3	-3	1	-8	-2	2	-2	3
CSc1nc2ccccc2cc1/C=C(\C#N)c1ccc(Cl)cc1Cl	1	2	0.7	1	-2	-2	0	5	1	-2
Clc1ccc(CNc2nc(CN3CCOCC3)nc3scc(-c4ccccc4)c23)cc1	1	0	-1.3	-8	0	1	4	-30	-4	-6
CC1(C)CC(=O)C(N=Nc2ccc(OC(F)F)cc2)=C(O)C1	2	2	-2.5	-3	0	1	-4	7	2	0
Cc1cc(NC(=O)NC(=O)c2ccc(F)cc2F)n[nH]1	1	-1	0.3	3	-2	0	0	3	0	1
CC(C)(C)c1ccc(-c2nnc(SCC(=O)Nc3ccc4cn[nH]c4c3)n2-c2ccc(Cl)cc2)cc1	1	0	.	-3	1	.	10	.	-3	0
CCOc1ccc(CN(C)CC(=O)Nc2cccc3ccccc23)cc1OC	4	-2	-1.9	12	4	-8	-6	-10	-1	5

Entries listed so far that have a thiophene ring, fused or not:
canonical_smiles	MBD2 DNA inh	LEDGF integ inh	PG9 Ab binder	mABHD4 FP	PRMT1 FP inh	TCR-CD3 inh	rCAG binder	HTRA1 inhibitor	Rev-erbA mod	UHRF1 binding
COC(=O)c1ccccc1NC(=O)C1=CC(c2cccs2)=NS(=O)(=O)N1C	1	5	1.0	-2	-5	-4	3	2	52*	0
CC(C)n1c(=O)c2ccccc2n1Cc1cn(Cc2cccs2)nn1	0	-2	-0.9	-8	2	-5	-1	.	3	1
Cc1ccccc1NC(=O)/C=C/c1cccs1	-3	-4	0.8	0	-1	1	-3	-6	4	-1
CCN1CCN(C(c2cccs2)C(C)NC(=O)c2cccc(OC)c2)CC1 (stereo not given)	3	2	-0.1	-4	-7	-10	4	-4	1	5
COC(=O)CS(=O)(=O)c1ccsc1C(=O)Nc1ccc(F)cc1	7	-2	1.7	-18	3	-9	4	1	3	7
Clc1ccc(CNc2nc(CN3CCOCC3)nc3scc(-c4ccccc4)c23)cc1	1	0	-1.3	-8	0	1	4	-30	-4	-6

An excerpt from above in order of formula weight, smallest number first.
canonical_smiles	MBD2 DNA inh	LEDGF integ inh	PG9 Ab binder	mABHD4 FP	PRMT1 FP inh	TCR-CD3 inh	rCAG binder	HTRA1 inhibitor	Rev-erbA mod	UHRF1 binding
CSc1nc2ccccc2cc1/C=C(\C#N)c1ccc(Cl)cc1Cl	1	2	0.7	1	-2	-2	0	5	1	-2
CCOc1ccc(CN(C)CC(=O)Nc2cccc3ccccc23)cc1OC	4	-2	-1.9	12	4	-8	-6	-10	-1	5
CON(C)C(=O)CC(CN(Cc1ccccc1)C(=O)OC(C)(C)C)c1ccc(Cl)cc1 (stereo not given)	-10	-2	-0.7	-7	-3	3	-1	-17	5	-1

Only part of the results is shown; rates above refer to the full screens.
